VEEV TC-83 Vero: inhibitors of VEEV TC-83 cytopathic effect, confirmation, Vero cells (AID 588727); Vero cells, VEEV TC-83 cytopathic effect inhibition; higher % means a stronger effect; inhibition, % at 20 µM; hits with a dose series show IC50 in µM; actives 0.13% (n = 350,000); in the data active = a potency from the dose series; inconclusive = inhibition mostly from about 14% at the one dose, without a potency; inactive = the rest, 99 in 100 with inhibition below about 12%; also: strong numbers were not always called active
H1N1 NS1A inhibition: H1N1 influenza NS1A inhibitors, functional cell based assay (AID 504329); NS1A functional cell-based assay, percent inhibition; higher % means a stronger effect; actives 0.3% (n = 340,000); inhibition, % at 12.5 µM, or IC50 in µM where a hit was titrated; in the data active = a potency from the dose series; inconclusive = inhibition above about 27% without an active follow-up result; also: strong numbers were not always called active
Salmonella PhoP GFP: PhoP regulon inhibitors, Salmonella typhi PhoP promoter GFP reporter, confirmatory (AID 1850); Salmonella Typhi PhoP-promoter GFP reporter, fluorescence, 4 h; higher % means a stronger effect; inhibition, % at 50 µM, or IC50 in µM where a hit was titrated; actives 0.33% (n = 310,000); in the data active = a potency from the dose series; inconclusive = inhibition mostly from about 25% at the one dose, without a potency; inactive = the rest, 99 in 100 with inhibition below about 19%;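 also: 0% = induced wells with vehicle and 100% = uninduced wells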
M. tuberculosis: growth inhibition of non-replicating M. tuberculosis (AID 488890); actives 0.39% (n = 320,000); Mycobacterium tuberculosis non-replicating, growth inhibition; higher % means a stronger effect; one-dose inhibition, % at 25 µM; IC50 in µM for titrated hits; in the data active = a potency from the dose series; inconclusive = inhibition mostly from about 82% at the one dose, without a potency; inactive = the rest, 99 in 100 with inhibition below about 76%;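 also: plate controls were DMSO cells for no effect and high antibiotic wells for full effect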
H37Rv inhibition: M. tuberculosis growth inhibition, HTS (AID 449762); inhibition, % at 25 µM, or IC50 in µM where a hit was titrated; actives 0.59% (n = 330,000); M. tuberculosis H37Rv growth inhibition, 7H9 media; higher % means a stronger effect; in the data active = a potency from the dose series; inconclusive = inhibition above about 70% without an active follow-up result;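 also: bacterial growth assessed after seven days of incubation; strong numbers were not always called active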
VEEV TC-83 Vero 10K pilot screen: further read-out of VEEV TC-83 Vero, marked with its call; inhibition, %; measured here: 10K pilot screen inhibition
* hit, by the source's call; i = inactive; ? = inconclusive; . = no result given; & = joins results of further samples.

SMILES	VEEV TC-83 Vero	H1N1 NS1A inhibition	Salmonella PhoP GFP	M. tuberculosis	H37Rv inhibition	others
O=C(COc1cccc(C(F)(F)F)c1)NCC(c1cccs1)N1CCOCC1 (stereo not given)	4.7%	-3%	.	-6%	5%
COc1ccc(N2C(C)=CS/C2=C(/C#N)c2nnc(N3CCOCC3)n2-c2ccccc2)cc1	i	-1%	-4%	-11%	-10%
Cc1sc2ncnc(NCCCN3CCCC3=O)c2c1C	1.0%	-8%	4%	8%	-1%
O=C(/C=C/c1ccc(F)cc1)c1cc(Br)ccc1O	i	-2%	-3%	21%	1%
O=C(c1ccco1)N1C(=O)c2cccc3c(S(=O)(=O)N4CCCC4)ccc1c23	6.2%	-7%	-3%	-5%	4%
CN(C)CCCOC(=O)c1ccc(Cl)cc1Cl	2.5%	-1%	21%	22%	-8%
Cn1c(=O)c2c(nc(Br)n2Cc2ccccc2Cl)n(C)c1=O	0.4%	-6%	5%	4%	3%
Cc1ccc(-n2c(SCC(=O)N3CCOCC3)nc(O)c(Cc3ccccc3)c2=O)cc1	1.8%	-5%	-9%	-4%	-10%
COc1ccc(C(=O)CSc2nc(N)nc(SC)c2C#N)cc1	i	5%	-15%	0%	6%
CCOC(=O)c1nnn(-c2nonc2N)c1CSc1ccc(C)cc1	6.5%	5%	2%	34%	1%
COC/C=C/C1=CC2=CC(=O)C(C)(OC(=O)c3cnc4ccccc4n3)C(=O)C2=CN1CCc1ccccn1 (stereo not given)	.	.	1%	-11%	8%
COc1ccc(-n2c(O)c(/C=N/NS(=O)(=O)c3cccc([N+](=O)[O-])c3)c3ccccc3c2=O)cc1OC	0.6%	-11%	-2%	16%	-3%
Cc1nc2ccccc2c(=O)n1/N=C/c1ccccn1	1.2%	0%	-2%	-4%	-2%
CCN(CC)C(=O)C1CCCN(C(=S)Nc2cccc3ccccc23)C1 (stereo not given)	3.4%	-3%	-3%	-9%	3%
Nc1cc(=O)[nH]c(SCC(=O)N2CCCCC2)n1	0.7%	0%	4%	70%	-10%
CC(=O)NC1(C(F)(F)F)C(=O)Nc2c1c(=O)[nH]c(=O)n2CC(C)C (stereo not given)	0.5%	1%	3%	0%	-2%
COc1cc2c(cc1OC)CN(Cc1cc(OC)c3c(c1)OCO3)CC2	i	-3%	-3%	-5%	3%
Cn1ncc(Cl)c1C(=O)Nc1nc2ccc(Cl)cc2s1	2.3%	-4%	-15%	8%	0%
CN1CCN(S(=O)(=O)c2cccc(C(=O)Oc3ccc(Br)cc3F)c2)CC1	0.5%	18%	0%	-4%	1%
COc1ccc(NS(=O)(=O)c2cccc(NC(=O)c3ccc(Cl)nc3)c2)cc1	7.1%	8%	19%	41%	0%
COc1ccc(S(=O)(=O)N2CCOCC2)cc1NC(=O)[C@@H]1CCCN1C(=O)c1cccs1	1.9%	-11%	5%	4%	-3%
O=C(c1ccc(S(=O)(=O)N2CCc3ccccc3C2)cc1)N1CCCCC1	i	2%	-12%	9%	-8%
COc1ccccc1N1CCN(C(=O)c2cc(=O)c3ccc(C)cc3o2)CC1	0.6%	-10%	3%	0%	7%
CCOc1ccc(CCNC(=O)COC(=O)Cc2c[nH]c3ccccc23)cc1OCC	2.2%	-4%	-1%	18%	4%
CCN(CC)S(=O)(=O)c1ccc(N2CC(C(=O)NCCC3=CCCCC3)CC2=O)cc1 (stereo not given)	2.7%	-21%	.	18%	-14%
COC(=O)[C@]1(C)N[C@H](CN(C)C(=O)Nc2ccccc2)[C@@H]2C(=O)N(C)C(=O)[C@@H]21	1.8%	16%	.	7%	6%
CCC[C@@H](NS(=O)(=O)c1ccc(C)cc1)C(=O)Oc1ccc2c3c(c(=O)oc2c1)CCC3	3.1%	-14%	-3%	71%	45%
CCC(C)C(NC(=O)OCc1ccccc1)C(=O)OCN1C(=O)c2ccccc2C1=O (stereo not given)	0.6%	17%	-4%	9%	1%
COc1ccc2c(c1OC)C(=O)N(c1ccc(C)cc1)C2	0.6%	-2%	4%	12%	18%
COc1ccc(C2=C(C=C(C#N)C#N)C(c3ccccc3C)c3ccccc3O2)cc1OC (stereo not given)	5.4%	3%	12%	23%	1%
COc1cc(NC(=O)c2cnc(N)o2)cc(C(=O)Nc2cccc(C(F)(F)F)c2)c1	5.7%&9.9%	-2%	-5%	7%	2%
CC1C(C(=O)Nc2ccccc2)CCCC1(C)C(=O)O (stereo not given)	i	0%	-6%	-1%	3%
O=C1CCN(C2CCN(Cc3nc(Cc4ccccc4F)no3)CC2)CCN1	i	-9%	-4%	10%	5%	VEEV TC-83 Vero 10K pilot screen=1.1
COc1ccccc1OCc1nc(C#N)c(N2CCCC2)o1	0.5%	-1%	5%	-3%	-4%
CCOc1ccc(N2CC(C(=O)N3CCCCC3)CC2=O)cc1 (stereo not given)	0.2%	8%	-2%	2%	5%
O=C(Cc1ccccc1[N+](=O)[O-])NCc1ccc(Cl)cc1Cl	2.5%	4%	2%	-22%	2%

The closing two entries of the section before open the next one:
SMILES	VEEV TC-83 Vero	H1N1 NS1A inhibition	Salmonella PhoP GFP	M. tuberculosis	H37Rv inhibition	others
CCOc1ccc(N2CC(C(=O)N3CCCCC3)CC2=O)cc1 (stereo not given)	0.2%	8%	-2%	2%	5%
O=C(Cc1ccccc1[N+](=O)[O-])NCc1ccc(Cl)cc1Cl	2.5%	4%	2%	-22%	2%
CCC(=O)N1CCN(c2cc3c(cc2F)c(=O)c(C(=O)O)cn3CC)CC1	0.8%	0%	52µM*	7.7µM*	?
CC(C)CNC(=O)NC1C(NC(=O)NCC(C)C)N(C)C(=O)N1C (stereo not given)	i	-8%	5%	-3%	3%
COc1ccc(COc2cc(-c3cccc(OC)c3)nc3ccc(NC(C)=O)cc23)cc1	1.6%	8%	-2%	22%	2%
CCC(=O)Nc1ccccc1C(=O)NC1CCCCC1	1.0%	2%	-3%	4%	-8%
CN1CCN(C(=O)CN(c2cccc(Cl)c2)S(=O)(=O)c2ccccc2)CC1	11%	-7%	-3%	3%	2%
CC(C)n1nnnc1SCC(=O)c1c(N)n(C2CC2)c(=O)[nH]c1=O	4.6%	-1%	.	-7%	-8%
CNC(=O)CC1C(=O)N(Cc2ccccc2)C(=S)N1NC(=O)c1cccc(F)c1 (stereo not given)	0.9%	2%	-2%	3%	0%
C=CCOc1ccccc1C1NC(=O)NC(C)=C1C(=O)NCc1ccccc1 (stereo not given)	i	4%	4%	5%	1%
O=C(Oc1cccc(-n2cnnn2)c1)c1ccccc1Cl	4.8%	4%	-6%	77%	-12%
O=C(CCNC(=O)c1ccccc1)Nc1ccc(S(=O)(=O)Nc2ncccn2)cc1	1.3%	8%	.	-10%	-1%
CC1CCCN(S(=O)(=O)c2ccc3c(c2)c(=O)nc2ccccn23)C1 (stereo not given)	0.1%	10%	-4%	-17%	1%
Fc1cc(F)nc(NCc2ccccc2)n1	i	-22%	4%	9%	-2%

The list goes on; the last four above are carried over.
SMILES	VEEV TC-83 Vero	H1N1 NS1A inhibition	Salmonella PhoP GFP	M. tuberculosis	H37Rv inhibition	others
O=C(Oc1cccc(-n2cnnn2)c1)c1ccccc1Cl	4.8%	4%	-6%	77%	-12%
O=C(CCNC(=O)c1ccccc1)Nc1ccc(S(=O)(=O)Nc2ncccn2)cc1	1.3%	8%	.	-10%	-1%
CC1CCCN(S(=O)(=O)c2ccc3c(c2)c(=O)nc2ccccn23)C1 (stereo not given)	0.1%	10%	-4%	-17%	1%
Fc1cc(F)nc(NCc2ccccc2)n1	i	-22%	4%	9%	-2%
O=C(NCCc1ccccc1)c1cccc(NC(=O)C2CCC2)c1	1.5%	-29%	.	.	.
COc1ccc2c(c1OC)C(=O)N1C2SC(C)(C)[C@H]1C(=O)NC1CC1 (stereo not given in full)	1.3%	8%	8%	-27%	-13%
O=C(O)CCC(=O)Nc1nc(-c2ccccc2)cs1	6.9%	-20%	7%	-21%	-1%
O=C(O)CC12CC3CC(C1)CC(n1cncn1)(C3)C2	0.7%	-11%	-7%	-12%	-1%
COCCCN(C(=O)c1ccco1)c1nc(-c2cc(OC)ccc2OC)cs1	1.4%	-9%	-19%	11%	67%
NS(=O)(=O)c1ccc(CCNC(=O)CNC(=O)Cc2cccc3ccccc23)cc1	0.9%	-11%	-8%	-17%	5%
CN1C[C@@H]2C(c3ccc(C(F)(F)F)cc3)C3(c4cccnc4)CC2(C3)[C@H]1c1ccccc1 (stereo not given in full)	0.2%	-2%	9%	48%	?
Clc1cc(Cl)c(OCc2nc(-c3ccccn3)no2)cc1Cl	0.7%	-1%	-6%	-21%	6%
COc1ccc(Cc2nc3ccc(C(=O)NC(C)Cc4ncccc4C)cc3o2)cc1OC (stereo not given)	8.8%	-3%	-8%	23%	8%
CNC(=O)c1[nH]cnc1C(=O)N[C@@H](C)C(=O)OCc1ccccc1	0.9%	-2%	-4%	7%	2%
COc1ccc(NC(=O)c2ccc(COc3ccccc3Br)o2)c(OC)c1	2.4%	.	3%	7%	11%
O=C(COc1ccccc1F)Nc1nnc(C2CCCC2)s1	2.0%	-9%	-15%	2%	6%
CCOC(=O)C(CC)/C(C)=N\NC(=O)c1cccc(C)c1 (stereo not given)	2.3%	-1%	-1%	19%	-1%
CC(C)CCOc1ccc(C(=O)NCCC(=O)N2CCOCC2)cc1	i	-2%	-13%	1%	-9%
CCOC(=O)c1[nH]c2ccc(OC)cc2c1NC(=S)N1CCN(c2ccccn2)CC1	7.7%	-3%	1%	5%	3%
Oc1ccc2c3c1OC1c4[nH]c5ccccc5c4C[C@@]4(O)C(C2)N(CC2CC2)CC[C@]314 (stereo not given in full)	0.1%	6%	.	19%	0%
Cc1ccc2ccccc2[n+]1CCCS(=O)(=O)[O-]	i	10%	-7%	.	-5%
Cc1ccc2cc(CN(CCCN(C)C)C(=S)NCc3ccccc3)c(=O)[nH]c2c1C	7.3%	3%	7%	35%	-3%
CN(C)/C=C/C(=O)c1ccc(C(F)(F)F)cc1F	0.1%	-1%	-5%	16%	4%
O=C(CCc1ccccc1)Nc1c(F)c(F)c(F)c(F)c1F	1.7%	-3%	.	.	.
N/C(=N\OC(=O)CCC1CCCCC1)c1cccnc1	2.6%	-5%	10%	51%	-13%
CCNC(=O)[C@H]1O[C@@H](n2cnc3c(N)nc(NCCc4ccc(CCC(=O)O)cc4)nc32)[C@H](O)[C@@H]1O	0.8%	5%	-5%	0%	-5%
CCN(Cc1ccncc1)C(=O)CCc1nnc(CCC2CCCCC2)o1	i	1%	-5%	24%	5%
CC(Sc1ccccc1)C(=O)NN=C1CCCCCCC1 (stereo not given)	0.1%	-3%	11%	-1%	0%
CNC(=O)CN(c1cccc(Br)c1)S(C)(=O)=O	1.2%	12%	-5%	-7%	-9%
CC(C)(C)C1CCC(OC(=O)c2cncc(Br)c2)CC1 (stereo not given)	1.9%	8%	-4%	75%	3%
Cc1ccc(-n2cc(CNCCc3cscn3)c(-c3ccc(F)cc3)n2)cc1	4.8%	-1%	3%	i	?
Cc1sc2c(c1C)c(=O)n(-c1ccccc1)c1nnc(C)n21	0.2%	-3%	-2%	-12%	-1%
CCOCCc1c(O)nc(SCCOc2ccc(C)c(C)c2)[nH]c1=O	8.4%	1%	9%	29%	-7%
COCC(=O)OCC(=O)Nc1ccc(Cl)cc1[N+](=O)[O-]	i	-6%	6%	8%	-2%
O=C(OC(c1ccccc1)c1nccc2ccccc12)c1ccccc1 (stereo not given)	1.3%	1%	.	.	.
C=CCN(C(=O)c1csnn1)C(C(=O)NCc1ccc(F)cc1)c1cccs1 (stereo not given)	i	0%	-6%	13%	6%
CN1C(=O)C2(Nc3ccccc3-c3nc4ccccc4n32)c2ccccc21 (stereo not given)	0.8%	3%	27%	28%	4%
c1ccc(CN(Cc2ccccc2)c2c3c(nc4ncnn24)CCC3)cc1	1.3%	-15%	19%	19%	-1%
O=C(CCN1CCN(Cc2ccccc2)CC1)Nc1cccc(Cl)c1	i	0%	3%	7%	8%
COc1ccc(/C=N/NC(=O)Cn2nc([N+](=O)[O-])cc2C)c(OC)c1OC	1.2%	0%	5%	-3%	-9%

Quoted at random: 3 entries already listed.
SMILES	VEEV TC-83 Vero	H1N1 NS1A inhibition	Salmonella PhoP GFP	M. tuberculosis	H37Rv inhibition	others
COc1ccc(/C=N/NC(=O)Cn2nc([N+](=O)[O-])cc2C)c(OC)c1OC	1.2%	0%	5%	-3%	-9%
CCOCCc1c(O)nc(SCCOc2ccc(C)c(C)c2)[nH]c1=O	8.4%	1%	9%	29%	-7%
CNC(=O)CN(c1cccc(Br)c1)S(C)(=O)=O	1.2%	12%	-5%	-7%	-9%

Compound activity as filed in PubChem BioAssay.

This is a random part of the collection; 1.5% or so of the library scored in one or more.
